Source: PubChem
JMJD2C inh – inhibitors of human GASC-1 (JMJD2C) demethylase; GST-JMJD2C(1-420) H3K9me3 demethylation, DELFIA europium; AID 2099; hit rate 0.069% among 330,000; inhibition, % at 2.35 µM; Q9H3R0;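 active = more than half of a compound's replicate wells show inhibition beyond 50%, single wells judged on their own value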;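 also: signal counts dimethyl H3K9 product captured on neutravidin plate; 0% = median of DMSO wells and 100% = 0.3 times that DMSO median; strong numbers were not always called active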
EBNA-1 inhibitor – blocks EBNA-1 binding to DNA; hit rate 0.34% among 300,000; EBNA-1 DNA binding, fluorescence polarization; inhibition, % at 14.8 µM; AID 1950; in the data active = inhibition above about 28%
ZTA counter – ZTA (EBV) inhibition in EBNA-1 counter-screen; P03206; ZTA-DNA binding, fluorescence polarization; inhibition, % at 11 µM; hit rate 0.15% among 320,000; AID 2234; in the data active = inhibition above about 33%
Target sequence (P03206 whole entry, looked up): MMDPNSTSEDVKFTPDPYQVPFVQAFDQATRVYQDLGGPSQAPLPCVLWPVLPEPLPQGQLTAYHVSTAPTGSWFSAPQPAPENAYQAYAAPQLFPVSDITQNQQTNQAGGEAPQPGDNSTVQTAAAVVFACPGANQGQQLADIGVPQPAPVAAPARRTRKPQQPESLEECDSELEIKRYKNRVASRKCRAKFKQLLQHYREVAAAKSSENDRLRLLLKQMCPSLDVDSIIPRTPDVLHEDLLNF
PP5 primary – PP5 (human) phosphatase inhibition; AID 1987; hit rate 0.18% among 320,000; purified PP5c, OMFP substrate fluorescence; inhibition, % at 6.7 µM; P53041;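 active = inhibition above the campaign's mean inhibition across all tested compounds plus 3 SD, cut at about 9.5% in these data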;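 also: 0% = DMSO only and 100% = 100 µM cantharidin control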
Target sequence (P53041 whole entry, looked up): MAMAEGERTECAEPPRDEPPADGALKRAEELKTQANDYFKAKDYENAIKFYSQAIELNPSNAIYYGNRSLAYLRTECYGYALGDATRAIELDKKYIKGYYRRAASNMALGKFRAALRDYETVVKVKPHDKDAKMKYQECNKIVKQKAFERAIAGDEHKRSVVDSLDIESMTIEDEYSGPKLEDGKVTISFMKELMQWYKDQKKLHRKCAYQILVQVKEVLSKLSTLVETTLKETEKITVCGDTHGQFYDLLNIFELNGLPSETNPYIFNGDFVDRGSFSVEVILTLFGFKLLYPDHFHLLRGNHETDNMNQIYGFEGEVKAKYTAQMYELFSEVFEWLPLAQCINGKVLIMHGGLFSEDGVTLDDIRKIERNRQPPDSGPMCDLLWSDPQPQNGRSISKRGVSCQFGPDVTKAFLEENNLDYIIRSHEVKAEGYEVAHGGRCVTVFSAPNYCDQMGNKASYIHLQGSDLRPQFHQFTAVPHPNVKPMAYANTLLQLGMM
TPT1 inh – C. albicans TPT1 enzyme inhibition; recombinant caTPT1, FP RNA substrate dephosphorylation; inhibition, % at 5 µM; hit rate 0.81% among 300,000;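 active = inhibition above the mean of all tested compounds plus 3 SD, set per screening campaign, cut at about 24% in these data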;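 also: plate controls were DMSO alone for no effect and ferristatin control at 100 nM for full effect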
HCV core dimer – blocks dimerization of HCV core protein. TR-FRET GST/Flag-core106 dimerization, 1536-well. inhibition, % at 5 µM. hit rate 0.33% among 300,000. AID 1899;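 active = inhibition above the mean of all tested compounds plus 3 SD, set per screening campaign, cut at about 45% in these data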
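Material: GST/Flag-tagged HCV core106 proteins. Incubation: 4 h, 22.5 °C incubation. Read-out basis: inhibition (%) from 671 over 617 nm ratio. Measured by: TR-FRET, excitation 340 nm, emission 617 and 671 nm.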
PP1 inh – PP1-alpha (human) inhibition in PP5 counter-screen. P62136. purified PP1alpha, OMFP fluorescence. inhibition, % at 6.7 µM. hit rate 0.9% among 320,000;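 active = inhibition above the mean inhibition of all tested compounds plus 3 SD, computed separately for each screening campaign, cut at about 15% in these data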
Target sequence (P62136 whole entry, looked up): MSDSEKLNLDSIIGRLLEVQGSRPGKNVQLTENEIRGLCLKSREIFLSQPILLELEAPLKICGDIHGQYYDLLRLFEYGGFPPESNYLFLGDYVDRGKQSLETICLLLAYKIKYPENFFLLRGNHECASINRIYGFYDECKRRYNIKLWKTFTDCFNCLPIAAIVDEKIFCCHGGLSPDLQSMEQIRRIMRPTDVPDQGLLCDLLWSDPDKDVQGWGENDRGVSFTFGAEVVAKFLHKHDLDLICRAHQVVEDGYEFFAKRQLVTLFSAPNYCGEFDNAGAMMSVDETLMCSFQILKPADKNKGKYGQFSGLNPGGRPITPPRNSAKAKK
CTSL1 counter – blocks F. hepatica cathepsin L1 in PFM18AAP counter-screen; hit rate 0.49% among 300,000; recombinant F. hepatica cathepsin L1, Z-Leu-Arg-MCA fluorescence; inhibition, % at 5.96 µM;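 active = inhibition above the mean of all tested compounds plus 3 SD, set per screening campaign, cut at about 17% in these data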;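 also: 0% = plate median of test compound wells and 100% = 1 µM Z-Phe-Ala-diazomethylketone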
CR mimetic SO – caloric restriction mimetics inhibiting age-related superoxide in yeast. S. cerevisiae aged cells, superoxide DHE fluorescence; hits give low values. superoxide response (% of plate mean), % at 10 µM. hit rate 0.18% among 330,000. AID 2690;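 active = superoxide response under a set limit, about three screen SD below normal, cut at about 65% in these data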;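 also: yeast aged for seven days with compound at 30 °C before DHE staining; 100% = average MFI of all compound-treated wells on the plate with controls excluded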
An asterisk follows results filed as active; · = no result given. Hits appear at their usual frequency; any-hit rate near 3.1%.

SMILES | JMJD2C inh | EBNA-1 inhibitor | ZTA counter | PP5 primary | TPT1 inh | HCV core dimer | PP1 inh | CTSL1 counter | CR mimetic SO
COc1ccc(OCC(=O)Nc2nonc2NC(=O)COc2ccc(OC)cc2)cc1 | 16.2 | -3.1 | -16.6 | 0.8 | -2.9 | -0.9 | -1.6 | -1.2 | 90.5
C[N+]1(CCOc2ccc([N+](=O)[O-])cc2)CCOCC1 | 13.2 | -6.5 | 2.4 | 1.5 | -3.6 | 2.1 | -2.9 | -0.8 | 84.8
CC1=NN(c2ccccc2)C(=O)C1C(=O)C(=O)Nc1ccc(F)cc1 (stereo not drawn) | 5.4 | -5.8 | 3.8 | 0.1 | -0.8 | -0.6 | -0.3 | 0.1 | 112.7
CCN1CCN(CCOCCOc2ccccc2-c2ccccc2)CC1 | 2.3 | 4.1 | -4.1 | -1.6 | 0.7 | -7.1 | -3.2 | 5.1 | 92.5
O=C(CCN1CCN(c2ccccc2)CC1)N/N=C/c1ccccc1OC(F)F | 7.6 | 5.9 | 2.2 | -2.4 | -3.1 | 5.5 | -4.1 | 3.3 | 95.5
O=C(NCc1ccccc1)C(=O)NCC(c1ccco1)N1CCOCC1 (stereo not drawn) | 25.5 | 5.4 | 3.5 | -1.3 | -1.1 | 1.5 | -0.4 | -2.4 | 121.4
COC(=O)c1cc(S(=O)(=O)NCC(C)c2ccccc2)cn1C (stereo not drawn) | 16.9 | 0.1 | 0.5 | 1.6 | 4.4 | 0.5 | -0.1 | -5.0 | 93.9
COc1ccc(CN2CCNC(=O)C2CC(=O)NCCc2nc(C)c3c(n2)CCC3)cc1C (stereo not drawn) | -10.0 | -9.9 | -9.4 | 2.8 | -0.8 | -1.6 | -3.8 | -1.4 | 97.1
Cc1ccc(C(=O)OC(C)C(=O)NC2CCCCC2)cc1S(=O)(=O)N1CCCCC1 (stereo not drawn) | · | · | -5.5 | 2.0 | · | · | 1.1 | · | 104.0
CC(=O)c1sc(NC(=O)c2ccc(C)c(C)c2)nc1C | 4.7 | 17.1 | 15.2 | -2.9 | 1.8 | 13.3 | -9.4 | 3.1 | 109.5
CC(=O)NS(=O)(=O)c1ccc(NC(=O)CN2C(=O)C3C4C=CC(C4)C3C2=O)cc1 (stereo not drawn) | 6.6 | -1.6 | -2.2 | 0.6 | -0.7 | 2.2 | -3.4 | -0.3 | 123.8
CC1CCCCN1C(=O)Nc1ccccc1Cl (stereo not drawn) | 5.2 | -2.9 | 0.7 | -0.7 | -1.2 | -8.8 | -0.3 | -1.0 | 97.6
C/C(CCC1CC(C)OC1=O)=N\NC(N)=S (stereo not drawn) | -14.4 | 0.2 | -18.7 | 0.2 | -3.2 | -7.1 | 0.6 | 6.9 | 99.1
O=C(OCc1cc(=O)oc2cc(O)ccc12)c1cc(S(=O)(=O)N2CCOCC2)ccc1F | 3.5 | 7.9 | 14.1 | -0.9 | -2.4 | 32.8 | 4.1 | 0.7 | 97.6
O=Cc1cn(CC(=O)N2CCCc3ccccc32)c2ccccc12 | 44.2 | -1.2 | 4.9 | 1.0 | -2.2 | -2.4 | -4.4 | 1.6 | 94.0
O=C(C[n+]1ccccc1)Nc1ccc(Cl)c([N+](=O)[O-])c1 | 64.9 | 9.0 | 12.6 | 0.1 | -0.2 | 7.0 | 0.3 | -3.0 | 98.0
COc1ccc(-n2nnnc2SCC(=O)NCCc2ccc(OC)c(OC)c2)cc1 | 4.8 | -1.1 | -20.2 | 0.8 | -2.1 | -0.5 | -1.1 | -5.2 | 90.9
COc1cccc(/C=N\NC(=O)Cn2nnc3ccccc32)c1O | 1.2 | -13.3 | 10.0 | 1.3 | 9.1 | -5.1 | -3.7 | 0.5 | 94.7
COc1ccc(S(=O)(=O)NC2CCCC2)c(Cl)c1Cl | -16.3 | 4.5 | 12.7 | -0.3 | -1.8 | 2.4 | -2.5 | 3.1 | 101.6
CCOc1ccccc1NC(=O)C1CCCN1C(=O)c1cccs1 (stereo not drawn) | 5.9 | · | -5.7 | -1.7 | · | · | 2.5 | · | 111.4
CCOC(=O)C1CCCN(C(=O)CSc2ccc(NC(C)=O)cc2)C1 (stereo not drawn) | 9.4 | -3.8 | -0.8 | -0.6 | 0.8 | 0.5 | -3.8 | -2.4 | 108.7
CCc1c(C)nc(N)n2c(SCC(=O)Nc3ccccc3OC)nnc12 | 2.8 | 1.2 | 5.1 | 0.1 | -0.2 | -6.1 | -2.0 | 0.3 | 108.1
COc1ccc(S(=O)(=O)N(CC(=O)O)c2ccccc2)cc1 | -0.3 | -12.1 | -6.7 | 2.6 | -0.8 | 7.1 | 3.8 | -7.5 | 117.8
O=C(OCc1cnc(Cl)s1)c1ccc(Cl)cc1 | -17.0 | 10.3 | 5.3 | 2.9 | -0.8 | 7.8 | -5.3 | 2.1 | 101.2
Cc1ccc(SCCN2CCC(C(C)(C)C)CCC2=O)cc1 (stereo not drawn) | 2.6 | -2.1 | -12.2 | 1.1 | 0.4 | -4.8 | 6.3 | 3.6 | 93.8
CCCN1CCN(CCCNC(=O)Cn2nc(-c3ccc(C)cc3)ccc2=O)CC1 | 0.8 | -7.4 | -9.0 | 4.6 | 0.1 | 2.9 | -3.0 | -6.5 | 94.3
COc1ccccc1N(CC(=O)Nc1cccnc1)S(=O)(=O)c1ccccc1 | 6.5 | -16.1 | -6.5 | 2.1 | 2.7 | 12.9 | 0.4 | -6.9 | 126.1
Cc1ccccc1Cn1nc(C)c(NC(=O)c2nc3n(n2)C(C(F)F)CC(C)N3)c1C (stereo not drawn) | 9.0 | -11.2 | 2.2 | 2.1 | -5.2 | -1.2 | 3.0 | -2.9 | 97.6
COc1cc(S(=O)(=O)Nc2ccc(C)cc2)ccc1N=Cc1c(C)[nH]n(-c2ccc(C)cc2)c1=O | -3.5 | -2.1 | -1.5 | 1.0 | -1.8 | 10.0 | -0.7 | -2.4 | 87.2
CCOc1cc(C(=O)NCC(=O)N2CCC3(CC2)NCCc2[nH]cnc23)cc(OCC)c1OCC | 2.5 | 0.8 | -14.3 | 1.0 | -3.8 | 3.2 | -1.3 | 0.8 | 78.2
Fc1ccccc1NC(=S)Nc1cccc2cnccc12 | 26.2 | 4.9 | -1.6 | 3.5 | -0.8 | -2.6 | -1.6 | -0.9 | 96.9
Cc1cc(NC(=O)C2Oc3ccccc3OC2C)no1 (stereo not drawn) | 12.0 | 1.9 | -1.8 | -0.6 | -2.9 | -4.0 | 2.0 | -0.7 | 100.4
CC(=O)Nc1cccc(NC(=O)CSc2nc(C3CC3)nc3ccccc23)c1 | 1.5 | 3.4 | 7.5 | -1.2 | -3.5 | 15.8 | -3.4 | 3.8 | 123.9
Nn1cnc2scc(-c3ccc(Cl)cc3)c2c1=O | 7.2 | 6.8 | 13.3 | -1.0 | -1.4 | 7.3 | -3.0 | 0.8 | 68.5
COC(=O)c1ccc(S(=O)(=O)N2CCCN(Cc3cccc(Br)c3F)CC2)n1C | -6.4 | -5.6 | -1.5 | 3.5 | -2.6 | -3.2 | -2.5 | 3.4 | 96.1
c1cnc(NC2CCCCCC2)nc1 | 1.8 | -0.8 | -1.7 | 1.2 | 1.0 | -3.7 | -1.4 | -1.0 | 100.9
O=C(O)c1cccc(Cn2c(Cl)c(/C=N/NC(=O)c3ccco3)sc2=O)c1 | -3.6 | -3.0 | -2.6 | -0.2 | 1.0 | 0.0 | -3.6 | 4.5 | 91.9
CCOc1ccc(NC(N)=O)cc1 | -9.0 | 10.1 | 7.1 | 2.6 | 1.2 | -6.0 | -4.2 | 3.4 | 106.9
COc1cc(C)c(C(C)C)cc1S(=O)(=O)n1ccnc1 | 45.9 | -0.6 | -4.6 | 1.6 | -3.9 | -4.2 | 3.5 | -4.5 | 91.1
COc1ccc(Cl)cc1NC(=O)N1CCN(C2CCCCC2)CC1 | 17.8 | -9.4 | 2.2 | 5.8 | -3.3 | 2.7 | -2.2 | -2.8 | 70.7
CC1=C(C(=O)OCc2ccccc2)C(c2ccccc2Cl)NC(=O)N1CCCCCC(=O)O (stereo not drawn) | -21.3 | 0.9 | -21.9 | 0.5 | -0.8 | 0.9 | -1.3 | 1.6 | 96.6
CC(=O)c1cc2c(cc1NC(=O)CCn1cnnn1)OCO2 | 5.3 | 8.2 | -0.2 | 0.8 | -1.1 | -1.6 | 1.4 | 1.1 | 109.1
Cc1cc(C(=O)OCC(=O)N(C)c2ccccc2)ccc1[N+](=O)[O-] | 14.2 | -6.7 | -13.2 | 3.1 | 3.4 | 1.0 | -8.4 | -7.0 | 97.2
CC1CCC(NC(=O)C2CCC(CNS(=O)(=O)c3cccc4cccnc34)CC2)CC1 (stereo not drawn) | -18.9 | -0.7 | -3.2 | 2.5 | -0.3 | -0.2 | -0.9 | 1.0 | 88.9
O=C(c1ccccc1Cl)N(Cc1ccc(Br)cc1)N1C(=O)CCCC1=O | 2.7 | -10.3 | -5.1 | 1.0 | 2.6 | -2.0 | -0.5 | 0.0 | 107.4
CC(C)CN(C(=O)COC(=O)c1ccc2c(c1)OCO2)c1c(N)n(Cc2ccccc2)c(=O)[nH]c1=O | -2.1 | 12.0 | -8.4 | 0.5 | 1.0 | -1.9 | -3.9 | -4.7 | 100.0
O=[N+]([O-])c1ccc(-c2n(-c3ccccn3)c3ccccc3[n+]2-c2ccccn2)cc1 | 6.0 | -2.6 | -3.3 | 0.1 | -2.0 | 0.0 | -2.6 | 0.0 | 92.4
O=C(Nc1ccncc1)Nc1ccc(F)cc1F | -2.4 | -1.4 | -3.5 | -1.0 | 0.2 | 1.6 | -2.3 | -4.6 | 112.8
Cc1ccc(-n2c(SCC(=O)NCC3CCCO3)nc3n[nH]c(C)c3c2=N)cc1Cl (stereo not drawn) | 12.3 | 2.8 | -21.7 | 1.1 | -5.7 | 3.9 | -1.0 | -1.0 | 81.0
O=P(CCN1CCCCC1)(c1ccccc1)c1ccccc1 | -4.9 | 5.4 | -8.2 | -0.8 | -0.6 | -9.0 | -0.2 | 0.6 | 91.2
COC(=O)c1cc(OC)c(OC)cc1NC(=S)N1CCN(C/C=C/c2ccccc2)CC1 | -6.0 | 2.7 | -3.2 | 4.4 | 1.8 | 5.5 | 1.3 | 1.0 | 114.2

Five entries drawn at random from those above, as already listed:
SMILES | JMJD2C inh | EBNA-1 inhibitor | ZTA counter | PP5 primary | TPT1 inh | HCV core dimer | PP1 inh | CTSL1 counter | CR mimetic SO
CC(C)CN(C(=O)COC(=O)c1ccc2c(c1)OCO2)c1c(N)n(Cc2ccccc2)c(=O)[nH]c1=O | -2.1 | 12.0 | -8.4 | 0.5 | 1.0 | -1.9 | -3.9 | -4.7 | 100.0
Cc1ccc(-n2c(SCC(=O)NCC3CCCO3)nc3n[nH]c(C)c3c2=N)cc1Cl (stereo not drawn) | 12.3 | 2.8 | -21.7 | 1.1 | -5.7 | 3.9 | -1.0 | -1.0 | 81.0
CC1CCC(NC(=O)C2CCC(CNS(=O)(=O)c3cccc4cccnc34)CC2)CC1 (stereo not drawn) | -18.9 | -0.7 | -3.2 | 2.5 | -0.3 | -0.2 | -0.9 | 1.0 | 88.9
CC(=O)c1cc2c(cc1NC(=O)CCn1cnnn1)OCO2 | 5.3 | 8.2 | -0.2 | 0.8 | -1.1 | -1.6 | 1.4 | 1.1 | 109.1
COC(=O)c1cc(OC)c(OC)cc1NC(=S)N1CCN(C/C=C/c2ccccc2)CC1 | -6.0 | 2.7 | -3.2 | 4.4 | 1.8 | 5.5 | 1.3 | 1.0 | 114.2
